Bioassay records deposited in PubChem by National Center for Advancing Translational Sciences (NCATS).
Tb PFK block: inhibitors of T. brucei phosphofructokinase. T. brucei PFK, ADP-Glo luminescence. Potency, µM (top dose mostly 57.5 µM), for inactives: top-dose activity, negative = inhibition, actives largely listed as inhibitors. hit rate 0.17% among 330,000. AID 485367;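 note: potency is the fitted concentration of half-maximal effect; 0% = uninhibited 1x PFK enzyme wells and -100% = no-enzyme wells; nearly all actives have a fitted effect of over 60% in size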
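ADP-Glo luminescence quantified ADP after 45 min at room temperature, with 1.25 nM T. brucei PFK, 0.1 mM ATP and 0.5 mM fructose-6-phosphate in pH 8.0 TEA buffer. qHTS titrations up to 57 µM; curves classified by quality.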
VP16 counter: inhibits Gal4-VP16 luciferase reporter, ROR gamma counter-screen | hit rate 3.5% among 310,000 | Potency, µM (doses to about 53.6 µM), for the others: at the highest dose activity, negative = inhibition, most hits filed as inhibitors | Drosophila S2 Gal4-VP16 UAS-luciferase, luminescence, 20 h;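 note: Gal4-VP16 expression switched on by copper sulfate through the metallothionein promoter; potency is the fitted concentration of half-maximal effect; % is set by controls: 0 for no effect and ±100 for the full control effect; nearly all actives have a fitted effect of over 50% in size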
RORgamma inh: inhibitors of mouse ROR gamma transcriptional activity | P51450 | Drosophila S2 Gal4-RORgamma UAS-luciferase reporter, 20 h | Potency, µM (doses to about 53.6 µM), for inactives: top-dose activity change, negative = inhibition, most hits filed as inhibitors | hit rate 5.4% among 310,000; note: potency is the fitted concentration of half-maximal effect; % is set by controls: 0 for no effect and ±100 for the full control effect; nearly all actives have a fitted effect of over 60% in size
Target sequence (P51450 whole entry, looked up, the tested form may be a part): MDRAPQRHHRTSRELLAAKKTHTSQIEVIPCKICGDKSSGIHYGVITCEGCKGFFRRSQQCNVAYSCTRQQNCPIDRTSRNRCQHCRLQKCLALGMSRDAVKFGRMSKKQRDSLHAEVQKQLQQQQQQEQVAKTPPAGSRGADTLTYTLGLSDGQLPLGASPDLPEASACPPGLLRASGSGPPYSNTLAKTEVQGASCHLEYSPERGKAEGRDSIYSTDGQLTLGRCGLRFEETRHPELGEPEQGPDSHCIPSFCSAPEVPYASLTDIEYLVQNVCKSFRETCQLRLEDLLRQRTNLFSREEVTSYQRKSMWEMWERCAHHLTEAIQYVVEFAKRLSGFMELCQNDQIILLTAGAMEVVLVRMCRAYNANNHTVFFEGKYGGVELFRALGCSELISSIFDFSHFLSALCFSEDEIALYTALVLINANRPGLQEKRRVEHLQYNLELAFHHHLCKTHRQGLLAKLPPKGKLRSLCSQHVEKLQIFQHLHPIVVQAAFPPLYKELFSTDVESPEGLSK
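Using a luciferase readout, inhibitors were identified by reduced reporter activity in Drosophila cells coexpressing a copper-inducible Gal4–ROR gamma fusion and UAS-driven Photinus luciferase, incubated 20 hr after 700 uM copper sulfate.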
Rab9 promoter act: Rab9 promoter activation | Huh7 Rab9 promoter-luciferase reporter, luminescence, 24 h | Potency, µM (doses to about 9.22 µM), without a hit: at the highest dose activation, negative = inhibition, most hits filed as activators | hit rate 2.8% among 320,000; note: potency is the fitted concentration of half-maximal effect; % of control where 0% means no effect; nearly all actives have a fitted effect of over 60% in size
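Luminescence from Amplite-detected luciferase (10 minutes, ambient) reports Rab9 promoter activation. Before that, stable Rab9-luciferase Huh7 cells (1500/well, reduced-serum OP-MEM I plus 10% FBS) were exposed to compound for 24 hours at 37C.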
KCNH2 3.1 inh: KCNH2 3.1 (human) potassium channel inhibition | U2OS KCNH2 3.1, thallium flux FluxOr; hits give low values | activity change, % (tested at about 1.8 µM) | hit rate 0.95% among 340,000 | AID 720553;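 active = maximum activity change below -70%; inconclusive = maximum activity change from -70% to -50%; inactive = maximum activity change above -50%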;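 note: thallium influx rate constant from kinetic fluorescence after stimulation buffer; % is set by controls: 0 for no effect and ±100 for the full control effect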
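Channel expression came from 3.1 mutant virus (1.77 x 10^8 /mL) applied to suspended U2OS cells for 4 h. Flux was tracked with FluxOr dye plus Red40 quencher, and kinetic rate constants normalized to controls.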
FLuc counter: firefly luciferase modulation, counter-screen for miR-21 project; P08659; purified FLuc, Km substrates, luminescence inhibition; Potency, µM (top dose mostly 57.5 µM), inactives show top-dose activity change, negative = inhibition, actives largely listed as inhibitors; hit rate 6.9% among 360,000; AID 588342;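 note: potency is the fitted concentration of half-maximal effect; plate controls were vehicle for no effect and reference inhibitor for full effect; nearly all actives have a fitted effect of over 55% in size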
Target sequence (P08659 whole entry, looked up): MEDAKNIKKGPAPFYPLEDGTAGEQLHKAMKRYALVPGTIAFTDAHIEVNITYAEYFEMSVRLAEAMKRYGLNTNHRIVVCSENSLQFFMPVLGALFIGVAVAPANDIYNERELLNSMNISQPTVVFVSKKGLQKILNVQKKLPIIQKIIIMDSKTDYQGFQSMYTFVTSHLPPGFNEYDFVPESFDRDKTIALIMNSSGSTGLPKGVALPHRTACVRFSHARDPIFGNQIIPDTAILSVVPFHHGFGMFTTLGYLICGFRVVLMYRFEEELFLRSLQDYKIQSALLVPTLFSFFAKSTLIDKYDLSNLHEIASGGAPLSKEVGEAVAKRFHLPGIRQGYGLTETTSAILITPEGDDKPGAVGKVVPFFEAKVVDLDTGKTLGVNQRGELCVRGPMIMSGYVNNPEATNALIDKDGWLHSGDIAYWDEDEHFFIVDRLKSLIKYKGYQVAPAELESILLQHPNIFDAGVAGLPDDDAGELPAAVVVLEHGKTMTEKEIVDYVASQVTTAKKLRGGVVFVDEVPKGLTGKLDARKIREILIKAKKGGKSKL
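Biochemical qHTS of compounds, final roughly 60 µM downward over six points, against 10 nM purified firefly luciferase using Km concentrations of substrates (10 uM D-luciferin, 10 uM ATP) in Tris acetate pH 7.5 buffer; luminescence output.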
Giardia killer: Giardia lamblia killing; hit rate 0.15% among 340,000; Giardia lamblia trophozoite viability; activity change, % at 7.66 µM, hits read low; in the data active = activity change below about -80%; inconclusive = between about -30% and that limit;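 note: parasites exposed to compound for two days anaerobically before the ATP read; % is set by controls: 0 for no effect and ±100 for the full control effect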
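Each well holds 100 Giardia trophozoites and compound. After two days (48 hrs) at 37 deg C in anaerobic conditions, ATP is quantified by luminescence.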
Coupling enz: coupling enzyme interference in Giardia aldolase counter-screen. coupling enzyme system counterscreen, AmpLite Red fluorescence. activity change, negative = inhibition, % at 58.2 µM, hits read low. hit rate 0.67% among 290,000; in the data active = activity change below about -30%; note: % is set by controls: 0 for no effect and ±100 for the full control effect
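First, compound is pin-transferred into glyceraldehyde-3-phosphate coupling-enzyme reagent at 57.5 uM final and held 10 min at RT. Next, substrate, coupling system and AmpLite Red are added. After 20 min RT, fluorescence (525/598 nm) is read.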
NPC1 promoter act: NPC1 promoter activation; Huh7 NPC1 promoter luciferase reporter, 24 h; AID 485313; Potency, µM (titrated, usually from 9.22 µM), for the others: at the highest dose activation, usual class: activators; hit rate 2.4% among 320,000;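 note: potency is the fitted concentration of half-maximal effect; % of control where 0% means no effect; nearly all actives have a fitted effect of over 60% in size; reporter is driven by a mutant NPC1 promoter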
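Stably transfected Huh7 (NPC1 promoter→luciferase), 1500 cells/well in Opti-MEM + 10% FBS, 2 h settle, then compound 24 h at 37 °C. Luminescence after 10 min with Amplite reagent.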
uPA generation: inhibitors of cell surface uPA generation; cell surface uPA generation assay, qHTS; Potency, µM (series often up to 38.3 µM), without a hit: at the top dose activity change, negative = inhibition, hits mostly inhibitors; hit rate 0.31% among 330,000; AID 540303; active = well fitted inhibition curve with a large enough effect; inconclusive = small, poorly fitted or top-dose-only effect; inactive = no such curve, though single readings can be large or run the other way; tested in mouse RAW 264.7 cells; note: potency is the fitted concentration of half-maximal effect; % is set by controls: 0 for no effect and ±100 for the full control effect; nearly all actives have a fitted effect of over 55% in size
ELG1 genotoxic: induces genotoxicity in HEK293T cells with luciferase-tagged ELG1 | HEK293T ELG1-luciferase reporter, luminescence, 16 h | hit rate 1.3% among 330,000 | Potency, µM (doses to about 46 µM), inactives show at the highest dose activity change, positive = activation, actives largely listed as activators; note: potency is the fitted concentration of half-maximal effect; % of control where 0% means no effect; nearly all actives have a fitted effect of over 60% in size
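Luminescence read-out: rising ELG1-luciferase signal, reflecting elevated ELG1 protein under genetic stress, flags genotoxic compounds. Cells were treated for 16 hr at 37 °C before ONE-Glo detection.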
* marks the source's active call; other numbers are inactive results; ? = inconclusive; / = not tested or not shown; [ ] = remark or other dose. Unless noted, calls come from the whole dose curve; as a rule, active = well fitted curve in the direction sought with a large enough effect; inconclusive = small, poorly fitted or top-dose-only effect, or another doubt; inactive = no such curve, though single readings can be large; an effect the other way counts as inactive or inconclusive.

SMILES	Tb PFK block	VP16 counter	RORgamma inh	Rab9 promoter act	KCNH2 3.1 inh	FLuc counter	Giardia killer	Coupling enz	NPC1 promoter act	uPA generation	ELG1 genotoxic
C/C(CCC1CC(C)OC1=O)=N\NC(N)=O (stereo unspecified)	0%	1%	5%	-6%	41	2%	-2	1	1%	3%	1%
COc1ccccc1N1C(=S)NC2CS(=O)(=O)CC21 (stereo unspecified)	-1%	-2%	0%	14%	7	0%	2	1	-1%	1%	0%
c1ccc(Sc2ncnc3c2oc2ccccc23)cc1	2%	1%	-9%	?	-8	8.5µM*	-8	-1	?	0%	?
O=C(O)C=C1C2CC3CC(C2)CC1C3	-4%	-11%	-20%	4%	-20	4%	-10	-4	-1%	/	-2%
O=C(Nc1ccccc1Oc1ccccc1)c1cc([N+](=O)[O-])ccc1Cl	17%	5%	?	1%	16	-1%	5	5	-1%	?	-8%
CC1CCN(C(=O)COC(=O)c2ccc([N+](=O)[O-])o2)CC1	0%	/	/	/	6	/	-29	/	/	-6%	-1%
c1ccc2c(c1)COC(CN1CCCCC1)OC2	-3%	8%	3%	-2%	13	0%	-13	0	-1%	-1%	1%
COc1cccc(CN2CCN(Cc3cc(OC)c(OC)cc3OC)CC2)c1	-10%	-2%	-5%	4%	7	0%	-1	1	-4%	4%	-5%
Cc1nn(CCOc2ccccc2)c(=O)n1-c1cccc(F)c1	1%	19%	31%	11%	-4	-14%	5	4	18%	/	7%
CN1C(=O)/C(=C/c2ccco2)SC1=Nc1cccc(C(=O)O)c1	1%	-13%	19%	-4%	-6	-14%	6	10	-4%	-1%	2%
COc1cc(OC)cc(C(=O)NCC(=O)OCC(=O)C(C)(C)C)c1	-2%	1%	-8%[10 µM]	-2%	2	1%	67[activator]	0	-2%	-3%	0%
Cc1ccccc1NC(=O)COc1coc(CN2CCCc3ccccc32)cc1=O	-1%	/	/	-11%	4	4%	7	/	-2%	3%	-3%
CN1CCN(CCCNC(=O)c2ccc(/C=C3\Oc4ccccc4N(Cc4ccccc4F)C3=O)cc2)CC1	0%	?	?	3%	3	-10%	25	3	-2%	28%	?
CN(CC(=O)Nc1ccccc1C(=O)N1CCCC1)S(=O)(=O)c1ccc(Br)cc1	-4%	2%	?	0%	4	5%	-3	5	3%	/	-2%
C/C=C/C(=O)Nc1cccc(C2=NOC3(C2)C[C@@H](C(N)=O)N(C(=O)/C(C)=C/C)C3)c1 (stereo partly specified)	-14%	-4%	9%	-5%	/	-3%	13	-4	-5%	9%	5%
CC(=O)N(C)c1cccc(-c2ccc3nnc(C)n3n2)c1	2%	-5%	-42%	-6%	2	2%	-15	-1	-5%	0%	5%
COc1ccc(C2NC(=O)c3sc(=S)n(-c4ccccc4)c3N2)cc1 (stereo unspecified)	-5%	13%	29%	-7%	0	-13%	-23	0	2%	-3%	-10%
CCC(C(=O)NCc1ccc(F)cc1)N(CCc1ccccc1)C(=O)c1snc(C(N)=O)c1N (stereo unspecified)	1%	-13%	38%	-3%	0	0%	-2	0	-4%	6%	-8%
CCOC(=O)c1oc2ccccc2c1COC(=O)CNC(=O)c1ccc(C)cc1	0%	/	/	1%	-6	0%	-20	/	7%	0%	4%
C=CCCCCCCCC(=O)OC	3%	-18%	-14%	9%	5	4%	-30	-3	3%	-3%	-3%
COc1cc(S(=O)(=O)N2CCOCC2)cc(C(=O)NCC(c2cccs2)N2CCOCC2)c1OC (stereo unspecified)	0%	/	/	/	6	/	4	/	/	4%	0%
Cc1occc1C(=O)NCc1cccc(CNC(=O)c2ccoc2C)c1	?	15%	-2%	-3%	9	5%	-2	0	-1%	3%	0%
Cc1ccc(NC(=O)CSCC(=O)O)cc1	4%	-7%	-9%	14%	16	2%	-7	1	-5%	5%	1%
CC(C)(C)N=Cc1c(O)ccc2oc3c(c12)CCCC3	0%	-12%	-36%	-12%	-19	0%	4	1	-1%	6%	-9%
CC[C@@]1(c2cccc(C)c2)C(=O)N(C(=O)OC)N1C(=O)OC	2%	-15%	?	-4%	-11	-2%	6	-1	-9%	3%	13%
CCCCCCCCCCOC(=O)Cn1c(COc2ccc(Cl)cc2)[n+](C)c2ccccc21	5%	?	?	-8%	-13	-1%	-24	0	2%	-13%	-7%
CCCN(CCC)S(=O)(=O)c1ccc(C(=O)N2CCOCC2)cc1	1%	11%	-20%	-3%	14	2%	4	2	-2%	/	1%
O=C(Nc1ncn[nH]1)C(F)(F)C(F)F	-2%	2%	1%	-4%	14	-1%	-5	-1	-1%	5%	0%
NS(=O)(=O)c1ccc(CCNC(=O)CCCCCNc2nc(=S)[nH]c3ccccc23)cc1	13%	?	?	2%	/	1%	/	1	1%	/	-1%
Oc1ccc(Br)cc1/C=N/Nc1ccccn1	5%	10µM*	5.6µM*	-29%	-7	8.5µM*	-4	2	-27%	2.8µM*	?
COc1ccccc1NC(=S)N(Cc1ccccc1)Cc1cccs1	-9%	-11%[10 µM]	0%	-3%	19	-9%	-3	8	9%	-3%	-9%
CCOc1ccc(-c2noc(CCCC(N)=O)n2)cc1OC	1%	12%	-40%	2%	?	5%	0	1	0%	/	6%
O=C(NNS(=O)(=O)c1ccc(F)cc1)c1ccc([N+](=O)[O-])cc1Cl	-2%	3%	-10%	4%	-30	1%	-29	2	0%	-1%	-1%
COc1ccccc1NC(=O)Cc1nnc(SCC(=O)c2ccc(F)cc2)n1C	0%	-19%	-11%	0%	4	4%	-19	0	2%	-1%	-1%
CC(C)(Cc1cc(CC(C)(C)C(=O)O)cc(C(C)(C)C)c1)C(=O)O	0%	-5%	27%	-3%	15	7%	3	-2	-4%	?	-7%
COc1cccc(OCCNC(=O)c2cc([N+](=O)[O-])cc([N+](=O)[O-])c2)c1	-5%	3%	-14%	2%	7	-9%	-13	0	-3%	2%	0%
CCN(CC)S(=O)(=O)c1cccc(C(=O)OC2CCOC2=O)c1 (stereo unspecified)	-2%	?	17%	-9%	1	1%	-6	0	-3%	2%	1%
O=C(COc1cccnc1[N+](=O)[O-])NCCc1ccc(F)cc1	2%	6%[10 µM]	24%	0%	-1	1%	-26	3	-5%	5%	2%
COc1ccc(NC2CCCN(C(=O)C3=NN(C)C(=O)CC3)C2)cc1OC (stereo unspecified)	0%	0%	-16%	0%	12	0%	21	-14	3%	5%	-1%[9.26 µM]
NC(=O)C1CCCN(C(=O)c2ccc(Cl)cc2)C1 (stereo unspecified)	-8%	-9%	-12%	1%	-11	-2%	2	3	3%	5%	3%
Cc1ccc(CNC(=O)c2ccc3c(=O)c(O)c(-c4ccc(C)cc4)[nH]c3c2)cc1	3%	-20%	-6%	-37%[inhibitor]	-2	1%	0	1	-44%[inhibitor]	?	1%
CCn1c(/N=C/c2ccccc2O)nc2ccccc21	0%	-8%	14%	-5%	25	?	2	2	4%	5%	-5%
CCOc1ccccc1NC(=O)CSc1nccn1-c1ccccc1	-4%	2%	-29%	-9%	-16	-2%	-1	-21	0%	8%	-7%
Cc1nc(C)c(/C(O)=C\c2nc3ccc([N+](=O)[O-])cc3oc2=O)o1	-16%	-31%	-10%	-2%	-3	-15%	18	3	-9%	-9%	0%
Cc1cc(N2CCCC2=O)cc(C)c1S(=O)(=O)NCCOc1ccc(C(C)(C)C)cc1	-3%	3.2µM*	?	1%	18	4%	-6	1	-3%	-11%	-7%
Cc1ccc(C2(C(F)(F)F)N=C3Sc4cc(C)ccc4N3C(=O)N2)cc1 (stereo unspecified)	0%	-26%	?	5%	/	12%	/	2	2%	/	-3%
O=C(CSc1ccc(-c2ccccn2)nn1)N1CCc2ccccc21	5%	1%	27%	16%	-10	?	-9	5	5%	-2%	11%
O=c1[nH]c(-c2ccccc2)nc2sc(-c3ccccc3)cc12	-1%	-4%	1%	?	-3	?	10	-1	-11%	-20%	?
O=C(CCS(=O)(=O)c1cc(Br)cc2c1N(C(=O)C1CC1)CC2)NCc1ccco1	-19%	-23%	?	-2%	13	8%	10	-2	2%	0%	-6%
Cc1noc(/C=C/c2ccco2)c1S(=O)(=O)N1CCC(C(=O)NC(C)c2ccccc2)CC1 (stereo unspecified)	2%	3%	-21%	-47%[inhibitor]	-22	0%	6	0	-20%	-29%	-1%
O=C(Nc1ccc(Cl)cn1)c1ccc(Oc2ccccc2)cc1	0%	4%	36%	2.2µM*	-17	3.4µM*	-14	0	1.3µM*	-6%	?
Cc1ccccc1NC(=O)C1CCCN1/C=C/C(=O)C(F)(F)F (stereo unspecified)	0%	1%	-44%	0%	-7	0%	-6	1	1%	1%	-2%
